PfHsp90 set2: inhibits growth of yeast expressing Plasmodium falciparum Hsp90; S. cerevisiae expressing PfHsp90, BacTiter-Glo ATP, 48 h; yeast lacking PDR1 and PDR3 efflux regulators; inhibition, % at 9.4 µM; 310,000 tested, 0.32% active;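 active = every replicate shows inhibition above about 80%, whatever the replicate mean, limit read from the data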;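 also: 0% = DMSO neutral controls and 100% = 20 µM radicicol positive controls; yeast relying on Plasmodium falciparum Hsp90 in place of its own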
HTR5A ag ctr: HTR5A agonism, opioid heterodimer counter-screen | HTR5A agonist assay, luminescence, cell-based | activation, % at 9.3 µM | 340,000 tested, 0.61% active; in the data active = activation mostly above about 9.5%, no sharp cut-off; inactive = mostly below about 7.6%;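 also: 0% = cells with vehicle only and 100% = reference agonist; strong numbers were not always called active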
MOR-DOR inv ag: inverse agonists of human mu-delta opioid receptor heterodimerization; P35372+P41143; cell-based MOR-DOR heterodimer luminescence, inverse agonism; inhibition, % at 9.3 µM; 340,000 tested, 0.21% active; in the data active = inhibition above about 22%, passing the limit was not always enough;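 also: 0% = cells with DMSO and 100% = wells without cells with DMSO; values of inactives mirror those of a sister screen read the other way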
Target sequence (P35372 whole entry, looked up): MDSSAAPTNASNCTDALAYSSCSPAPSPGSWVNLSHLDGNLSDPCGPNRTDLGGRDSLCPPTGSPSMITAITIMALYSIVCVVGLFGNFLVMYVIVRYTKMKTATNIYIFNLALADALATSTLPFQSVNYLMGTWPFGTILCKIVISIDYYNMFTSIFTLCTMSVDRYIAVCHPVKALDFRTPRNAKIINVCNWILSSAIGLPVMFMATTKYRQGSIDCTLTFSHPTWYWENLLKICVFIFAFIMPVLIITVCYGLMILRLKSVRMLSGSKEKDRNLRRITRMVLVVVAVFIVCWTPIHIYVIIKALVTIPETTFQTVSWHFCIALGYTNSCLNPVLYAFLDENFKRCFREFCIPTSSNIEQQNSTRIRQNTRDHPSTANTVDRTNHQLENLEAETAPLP
Target sequence (P41143 whole entry, looked up): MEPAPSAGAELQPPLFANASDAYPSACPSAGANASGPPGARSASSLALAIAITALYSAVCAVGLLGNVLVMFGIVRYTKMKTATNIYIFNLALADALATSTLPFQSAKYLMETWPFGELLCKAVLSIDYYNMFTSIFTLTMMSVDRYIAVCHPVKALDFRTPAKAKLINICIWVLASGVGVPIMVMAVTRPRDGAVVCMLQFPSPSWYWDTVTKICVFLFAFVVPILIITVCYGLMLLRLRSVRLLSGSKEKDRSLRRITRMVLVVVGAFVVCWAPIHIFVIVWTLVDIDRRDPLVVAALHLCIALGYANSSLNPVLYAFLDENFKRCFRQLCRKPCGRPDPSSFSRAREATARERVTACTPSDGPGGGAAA
PKA-R1A act: PKA-R1A complex activation; AID 504707; P00514+P68181; PKA-R1A dissociation, Cy5-IP20 fluorescence polarization; scaled: DMSO 0%, 113 µM cGMP 100%; 340,000 tested, 0.083% active; activation, % at 11.4 µM;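 active = percent activation above the mean of all tested compounds plus 3 SD, cut at about 19% in these data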;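 also: higher means more PKAc released from R1A so a rise in polarization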
AddAB inh: less growth of phage-infected E. coli with AddAB | E. coli expressing H. pylori AddAB, absorbance growth | inhibition, % at 11.9 µM | 330,000 tested, 0.29% active | AID 435030; in the data active = inhibition above about 12%;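 also: 0% = vehicle wells of infected cells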
E coli growth: reduces bacterial viability in AddAB counter-screen; E. coli V3065 growth, OD600 absorbance, 18 h; 330,000 tested, 0.27% active; inhibition, % at 11.9 µM;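 active = inhibition above the campaign's mean inhibition across all tested compounds plus 3 SD, cut at about 9.9% in these data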;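 also: uninfected addAB+ strain grown without phage in ampicillin broth; 0% = DMSO wells and 100% = ciprofloxacin 0.95 µg/ml wells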
Pemphigus Ab inh: human desmoglein-3 autoantibody binding inhibition; DSG3-coupled beads, scFv-anti-DSG3-GFP binding, flow cytometry; hits give low values; 310,000 tested, 0.48% active; binding (percent of control), % at 10 µM; P32926; AID 588358;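 active = binding more than 3 SD below its plate's average and above zero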;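 also: hits lower antibody fragment binding to DSG3; some compounds called inactive have numbers as strong as hits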
HTR5A inv ctr: inverse agonist of human HTR5A in OPRM1-OPRD1 counter-screen. P47898. HTR5A cell line, luminescence, inverse agonism. inhibition, % at 9.3 µM. 340,000 tested, 0.083% active. AID 504634; in the data active = inhibition mostly above about 23%, no sharp cut-off; inactive = mostly below about 18%;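 also: 0% = cells with DMSO and 100% = no-cell wells with DMSO; some compounds called inactive have numbers as strong as hits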
SUMO Mot1 rescue: inhibitors of SUMOylation pathway: yeast Mot1-301 growth rescue | growth rescue, % at 18.8 µM | 320,000 tested, 1% active | S. cerevisiae Mot1-301 growth rescue, ATP luminescence, 38.5C; percent above DMSO median, 100 means doubled;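 active = every valid replicate shows activation above 250% relative to neutral control wells; inactive = the rest, any valid replicate at or below 250%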;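 also: OY570 slx delta 5 strain wells were the positive control but not used for scaling; some compounds called inactive have numbers as strong as hits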
phage Ecoli inh: E. coli growth loss with phage present; growth absorbance; inhibition, % at 11.9 µM; AID 651602; 360,000 tested, 0.26% active; in the data active = inhibition above about 11%
MOR-DOR ag: OPRM1-OPRD1 heterodimerization agonism. P35372+P41143. cells, luminescence. activation, % at 9.3 µM. 340,000 tested, 0.3% active. AID 504326; in the data active = activation above about 18%;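 also: 0% = vehicle-treated cells and 100% = reference agonist; values of inactives mirror those of a sister screen read the other way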
* = called active by the depositor; nt = no result given.

SMILES	PfHsp90 set2	HTR5A ag ctr	MOR-DOR inv ag	PKA-R1A act	AddAB inh	E coli growth	Pemphigus Ab inh	HTR5A inv ctr	SUMO Mot1 rescue	phage Ecoli inh	MOR-DOR ag
CCCCC(CC)CNC(=O)C1C2C=CC(C2)C1C(=O)O (stereo unspecified)	15	-2	-4	9	1.1	-1.1	97	7	-22	2.9	0.7
O=C(c1ccc2c(c1)OCO2)N(c1ccc(F)cc1)C1C=CS(=O)(=O)C1 (stereo unspecified)	-1	-3	16	-5	-0.9	0.5	101	-8	-5	0.9	-2.9
CCOC(=O)c1cc(-c2ccccc2)nn1CC1CC(c2ccc(OC)cc2)=NO1 (stereo unspecified)	7	6	8	-9	4.5	2.5	97	23	-6	2.6	-1.5
Cc1c(Cl)cnc(NC(=O)CSc2nnnn2C)c1Cl	-9	-1	9	3	0.8	-0.3	105	1	-7	2.8	-2.4
COC(=O)c1cc(S(=O)(=O)N2c3ccccc3CC2C)cn1C (stereo unspecified)	-5	-2	2	-8	2.1	1.0	nt	-8	-7	2.0	-0.4
O=C(CN1CCN(Cc2ccccc2)CC1)N/N=C/c1ccco1	1	-7	2	-1	1.9	-0.4	nt	-7	-17	0.3	-0.5
Cc1ccccc1OCC(=O)N(Cc1ccc(N(C)C)cc1)C1CCS(=O)(=O)C1 (stereo unspecified)	nt	7	4	15	-2.0	1.0	99	-16	1	1.6	-0.9
O=C1c2ccccc2C(=O)N1CCCCSc1nnnn1-c1ccccc1	14	0	9	1	2.9	2.5	106	1	nt	1.8	-1.7
COC(=O)c1[nH]c2ccccc2c1NC(=O)CN1CCN(c2cccc(Cl)c2)CC1	22	1	-6	-8	2.5	-1.3	110	-21	2	-1.3	1.4
O=[N+]([O-])c1ccc(NCCc2ccccc2)c(Br)c1	1	1	3	-8	1.1	-0.2	111	-4	-16	0.9	-0.7
CN1CCN(c2nc(-c3cccnc3)nc3scc(-c4ccccc4)c23)CC1	-19	-3	-22	-4	0.7	-3.5	nt	34	6	0.0	4.9
COc1cc(C2CC(=O)Oc3ccc(C(C)(C)C)cc32)cc(OC)c1OC (stereo unspecified)	10	-1	-3	-7	-0.7	-2.3	101	4	nt	1.2	0.6
CCOc1ccc(-n2c(SCC(N)=O)nc3c(c2=O)SCC3)cc1	1	-5	19	-1	0.2	-0.3	nt	12	-1	2.9	-3.2
CCCCS(=O)(=O)C(=C1Nc2ccccc2N1)S(=O)(=O)CCCC	4	0	11	6	-0.6	3.6	110	-2	-2	1.6	-2.0
O=C1CCC(=O)N1c1ccc(S(=O)(=O)Nc2ccc(Br)cc2)cc1	2	10	7	-7	2.7	-0.8	82	-23	8	1.6	-1.3
O=c1c2ccccc2c(-c2ccccc2)nn1-c1ccccn1	7	8	3	-1	0.9	-7.5	104	-9	2	3.3	-0.7
O=C(COc1ccc(Cl)cc1)NCc1n[nH]c(=O)c2ccccc12	nt	3	19	4	0.7	2.6	100	-9	2	3.8	-3.0
O=C(NC(=S)Nc1ccccc1)c1cc([N+](=O)[O-])ccc1N1CCOCC1	0	2	1	5	0.7	0.6	96	-5	13	4.5	-0.1
CCOc1cc(NC(=S)NCCCN2CCOCC2)c(OCC)cc1NC(=O)C1CC1	4	10	-7	4	-0.5	1.1	106	-34	0	3.8	1.1
CC1=Nn2c(nnc2C2CCCCC2)SC1	-12	0	10	-4	3.9	-0.2	nt	1	3	3.0	-2.0

An excerpt from above in order of their number in MOR-DOR inv ag, rising:
| SMILES | MOR-DOR inv ag |
| --- | --- |
| O=c1c2ccccc2c(-c2ccccc2)nn1-c1ccccn1 | 3 |
| CCOC(=O)c1cc(-c2ccccc2)nn1CC1CC(c2ccc(OC)cc2)=NO1 (stereo unspecified) | 8 |
| CCOc1ccc(-n2c(SCC(N)=O)nc3c(c2=O)SCC3)cc1 | 19 |

Next compounds follow.
SMILES	PfHsp90 set2	HTR5A ag ctr	MOR-DOR inv ag	PKA-R1A act	AddAB inh	E coli growth	Pemphigus Ab inh	HTR5A inv ctr	SUMO Mot1 rescue	phage Ecoli inh	MOR-DOR ag
c1ccc2c(CSCCc3ccncc3)cccc2c1	-26	6	6	-1	2.4	1.6	132	-16	23	1.7	-1.1
O=C(NCCOc1ccc(F)cc1)C1CCC(=O)N(CCCN2CCOCC2)C1 (stereo unspecified)	-12	1	3	1	2.6	-0.3	88	20	39	1.2	-0.6
OCCC1CN(Cc2nc(-c3ccccc3)cs2)CCN1Cc1ccc(F)cc1 (stereo unspecified)	3	3	-18	-2	0.7	0.2	103	-7	0	-1.9	3.9
Cc1ccc2nc(NC(=O)C3CCN(S(=O)(=O)c4cnc[nH]4)CC3)sc2c1	-9	8	11	0	-0.3	0.9	120	6	32	3.4	-2.0
CC(C)(C)CN1CCNC[C@H]1Cc1cccc2ccccc12	-4	-2	-44	-5	3.2	-1.7	116	6	20	5.0	8.1
Cc1cccc(NC(=S)NCCc2ccccc2)c1C	2	-1	-1	7	-3.6	-1.6	114	5	2	2.7	0.2
CCOc1ccc(C(C)NC(=O)c2cccnc2OCC)cc1OCC (stereo unspecified)	0	-3	0	3	-0.1	2.4	104	7	-14	1.6	-0.1
COc1ccc(CNC(=O)C(NC(C)=O)C(=O)Nc2ccc(C(C)C)cc2)cc1 (stereo unspecified)	-20	7	7	-18	-0.6	0.2	101	-18	-18	1.9	-1.4
CCOc1ccc(NC(=S)N(CCc2c(C)[nH]c3ccccc23)Cc2ccco2)cc1	3	4	-5	2	1.2	1.2	95	-12	-1	-1.9	1.1
COc1ccc(-c2nnc(-c3cc4c(ccc5ccccc54)oc3=O)o2)cc1	-10	3	5	-6	4.6	0.7	101	-15	574*	1.4	-0.8
O=C(CN(c1ccc(F)cc1)S(=O)(=O)c1ccccc1)NCc1ccco1	39	-1	14	3	1.9	-1.9	103	-6	8	0.8	-3.3
Cc1ccc(CNC(=O)CCN2C(=O)[C@@H]3Cc4ccccc4CN3C2=O)cc1	-1	2	9	-11	3.9	1.0	102	-22	1	0.6	-1.8
CC(=O)c1cc(CN2CCC(C(=O)Nc3cccc(-c4cscn4)c3)CC2)cs1	11	1	-6	-5	0.1	0.8	125	-3	3	0.1	1.6
CC(NC(=O)c1ccc([N+](=O)[O-])cc1Cl)C1CC2CCC1C2 (stereo unspecified)	22	11	-27	-9	2.2	-1.6	93	-31	-13	-0.3	4.3
O=C(/C=C/c1ccc2c(c1)OCO2)NCCS(=O)(=O)N1CCN(c2ccc(F)cc2)CC1	nt	1	2	-1	-0.2	-0.7	97	-30	151	2.2	-0.4
COC(=O)[C@@H](Cc1ccccc1)N(Cc1ccccc1)S(=O)(=O)N(Cc1ccccc1)[C@H](Cc1ccccc1)C(=O)OC	11	-4	3	-2	2.9	1.5	105	11	25	1.4	-0.6
CCOc1ccc(N(CC(=O)N2CCCC2)S(=O)(=O)c2ccc(F)cc2)cc1	nt	-2	20	-9	4.0	0.2	99	5	-14	-1.0	-3.8
CCOC(=O)N1CCN(c2c(-c3ccc(C)cc3)c(=O)c2=O)CC1	-20	-3	6	-14	-1.1	-3.3	nt	9	27	-2.4	-1.0
COCCN(C(=O)CNC(=O)c1ccco1)C(C(=O)NC1CCCC1)c1cccs1 (stereo unspecified)	23	-2	14	-7	1.3	-1.0	93	16	-8	0.0	-2.4
CC(NC(=O)C(=O)N1CCOCC1)C(c1cccs1)N1CCN(c2ccc(F)cc2)CC1 (stereo unspecified)	8	6	9	3	4.9	-2.2	108	-4	0	2.0	-1.7
Cc1ccc(C(=O)COC(=O)COc2ccc(C)c(C)c2)cc1	-3	3	-3	-11	nt	nt	104	-8	92	3.2	0.7
CSc1cccc(NC(=S)N2CCC(N(C)C3CCCCCC3)CC2)c1	25	0	12	-15	3.0	-0.3	101	-1	35	-0.5	-2.5
COc1ccccc1N1CCN(C(=O)CN(Cc2ccccc2)S(C)(=O)=O)CC1	6	0	15	-8	0.3	-2.6	77	-16	13	4.1	-2.9
O=[N+]([O-])c1ccc(COn2nnc3ccccc32)cc1	-27	3	10	-5	-0.4	-1.4	103	-4	-18	1.2	-2.1
CCOc1ccc(CCNC(=O)C2CCCN(C(=O)N(C)C)C2)cc1OCC (stereo unspecified)	-6	11	13	-4	-1.1	-0.8	97	-19	18	0.2	-2.3
O=C(CN1C(=O)CSc2ccccc21)Nc1ccccc1C(=O)N1CCOCC1	2	1	17	-4	-0.3	0.8	109	7	85	1.2	-3.1
S=C(NCc1ccccc1)NN1CCOCC1	-1	-5	2	14	0.3	-0.2	97	16	4	0.2	-0.5
CC(=O)NC(C(=O)NCC(N)=O)C(C)C (stereo unspecified)	8	3	-4	-18	0.3	1.7	nt	-14	148	1.5	0.7
Cn1c(=O)c2c(nc(OCc3ccccc3)n2C)n(C)c1=O	9	-6	4	12	1.6	0.0	103	16	120	1.3	-0.6
CC(C)(C)C(=O)Nc1nnc(SCC(=O)NCc2cccs2)s1	nt	5	2	-5	3.1	-0.9	nt	-13	-6	1.8	-0.4
CN1CCN(c2oc(-c3ccccc3Cl)nc2S(=O)(=O)c2ccccc2)CC1	0	0	14	-11	1.5	-0.7	105	-2	6	1.5	-2.6
CN1CCN(C(=O)COCc2cc(-c3ccc4c(c3)OCO4)on2)CC1	8	2	18	6	0.9	-0.3	103	8	35	3.7	-3.7
O=C(CSc1nnc(-c2ccccc2)n1-c1ccc(Cl)cc1)NC1CCS(=O)(=O)C1 (stereo unspecified)	-2	1	11	-9	1.9	-1.2	106	38	-17	3.4	-2.1
Cc1ccnc(NC(=O)c2ccc(NC(=O)c3ccco3)cc2)c1	48	7	12	4	3.4	0.2	nt	13	9	4.8	-2.9
CC(=O)Oc1ccc(OC(C)=O)c(SCCCCCCl)c1	-16	5	11	-4	nt	nt	nt	-13	nt	-0.1	-2.3
COc1ccc(S(=O)(=O)N2CN(Cc3ccco3)c3nc4ccccc4nc32)cc1	-14	0	2	0	0.8	-0.4	98	-5	4	2.2	-0.3
O=C(NCc1ccccc1)[C@@H]1C[C@H]1[C@@H](NP(=O)(c1ccccc1)c1ccccc1)c1ccccc1	-8	6	5	8	2.1	-2.9	106	-17	-4	0.8	-0.9
COC(=O)C1CCN(C(=O)[C@H](C)NC(=O)C2CC(=O)N(c3ccc(F)cc3)C2)CC1 (stereo partly specified)	-22	1	18	-4	0.5	-2.5	99	-3	1	3.7	-3.5
CC(Oc1ccccc1)C(=O)Nc1ccccc1F (stereo unspecified)	-4	-5	26	-18	-0.3	-2.0	121	-6	63	1.9	-5.7
COc1ccc(Cl)cc1C(=O)Nn1cnnc1	3	-4	5	3	2.5	2.1	123	14	77	2.4	-1.0
Nc1c(-c2ccc(Cl)cc2)cnc2c(-c3ccc(F)cc3)cnn12	-7	1	0	-2	1.2	-3.6	nt	-2	-4	1.2	0.1
